Thrombin inh – inhibitors of human thrombin | inhibition, % at 5 µM | 220,000 tested, 0.26% active | P00734 | alpha-thrombin, Boc-VPR-AMC fluorogenic substrate cleavage;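 active = inhibition at or above 40%; inactive = inhibition below 40%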;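 also: 0% = enzyme with no compound and 100% = wells without enzyme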
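System: Human alpha-thrombin protein | Medium: pH 7.5 Tris (50 mM) with NaCl 150 mM, Tween 20 0.05% | Times: Enzyme reaction carried out at room temperature | Detection: AMC fluorescence, 355/460 nm | Evaluation: Percent inhibition scaled between no-compound controls and no-enzyme blanks | Benchmarks: Enzyme without compound as high, wells lacking enzyme as low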
KLK5 inh – inhibitors of human kallikrein 5 | 210,000 tested, 0.59% active | inhibition, % at 5 µM | Q9Y337 | recombinant hK5, fluorogenic AMC substrate cleavage;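 active = inhibition of 40% or more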;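 also: 0% = enzyme controls without compound and 100% = no-enzyme blanks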
Target sequence (Q9Y337 67-293 limits assumed): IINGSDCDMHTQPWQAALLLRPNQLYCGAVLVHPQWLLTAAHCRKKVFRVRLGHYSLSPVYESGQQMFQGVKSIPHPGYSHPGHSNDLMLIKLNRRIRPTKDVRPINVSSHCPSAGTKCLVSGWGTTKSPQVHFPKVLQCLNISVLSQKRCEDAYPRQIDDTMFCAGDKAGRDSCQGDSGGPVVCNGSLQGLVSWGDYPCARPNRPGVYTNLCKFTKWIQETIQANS
Wee1 degr inh – blocks degradation of human Wee1 kinase; AID 1321; P30291; reporter increase, % at 5 µM; 220,000 tested, 1.2% active; HeLa Luc-Wee1K328M stability, luciferase luminescence; 100% = proteasome inhibitor MG132 effect;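 active = activation above the mean of all tested compounds plus 3 SD, set per screening run, cut at about 8.8% in these data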;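 also: cells exposed to compound for 20 h before luminescence read; 0% = DMSO alone and 100% = MG132 at 30 µM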
KCC2 mod – modulators of human KCC2 chloride dependent transport; Q9H2X9; KCC2 cells, thallium flux FluoZin-2 fluorescence; B-score of Tl+ flux slope (higher = more flux/activation; lower = inhibition) at 10 µM; 190,000 tested, 2.2% active; AID 1456;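 active = thallium flux slope and its plate-corrected score both differing from the plate sample mean at a set confidence after two filtering rounds, in either direction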;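 also: slope of fluorescence scaled to starting intensity during 10 to 20 s after thallium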
PERK inhibitor – blocks human PERK kinase. 220,000 tested, 0.17% active. CHO PERK-DD fusion, SEAP luminescence translation reporter. Q9NZJ5. inhibition, % at 5.6 µM;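 active = inhibition above the mean inhibition of all tested compounds plus 3 SD, set separately per screening campaign, cut at about 2.9% in these data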;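 also: PERK kinase domain activated by AP20187 dimerizer at 100 nM; 0% = DMSO with dimerizer and 100% = rapamycin at 8.4 µM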
Furin inhibitor – human furin inhibition. 220,000 tested, 0.061% active. purified furin, fluorogenic substrate cleavage. AID 463115. inhibition, % at 30 µM; in the data active = inhibition above about 25%; also: inactives centre near -15
FXIIa inh 1536 – factor XIIa (human) inhibition | P00748 | inhibition, % at 5 µM | 220,000 tested, 0.3% active | purified FXIIa, Boc-QGR-AMC fluorogenic substrate, 2 h | AID 800; in the data active = inhibition above about 40%;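 also: 0% = enzyme with no compound and 100% = blank without enzyme; many of its hits are not listed in these tables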
Target sequence (P00748 20-372 limits assumed): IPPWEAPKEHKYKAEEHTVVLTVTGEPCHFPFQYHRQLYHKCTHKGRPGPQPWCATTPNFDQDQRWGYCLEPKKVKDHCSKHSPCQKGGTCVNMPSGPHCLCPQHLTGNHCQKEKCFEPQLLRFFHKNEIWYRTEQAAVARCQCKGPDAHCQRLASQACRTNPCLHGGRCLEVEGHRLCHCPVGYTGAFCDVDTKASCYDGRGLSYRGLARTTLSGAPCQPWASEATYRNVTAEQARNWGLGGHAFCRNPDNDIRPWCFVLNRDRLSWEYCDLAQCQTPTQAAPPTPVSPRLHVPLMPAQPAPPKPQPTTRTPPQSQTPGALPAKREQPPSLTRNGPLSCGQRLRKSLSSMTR
Target sequence (P00748 373-615 limits assumed): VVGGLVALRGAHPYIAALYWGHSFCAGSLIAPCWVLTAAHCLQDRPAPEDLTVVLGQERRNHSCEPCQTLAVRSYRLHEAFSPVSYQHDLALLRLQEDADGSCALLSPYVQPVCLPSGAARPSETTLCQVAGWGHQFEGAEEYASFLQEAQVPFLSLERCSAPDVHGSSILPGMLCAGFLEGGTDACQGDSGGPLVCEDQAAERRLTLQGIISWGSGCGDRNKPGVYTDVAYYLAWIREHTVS
p97 ATPase inh – blocks human p97 ATPase activity; P55072; recombinant p97 ATPase, Kinase-Glo ATP luminescence, 3 h; inhibition, % at 8 µM; 220,000 tested, 0.42% active; in the data active = inhibition above about 15%;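 also: 0% = DMSO vehicle and 100% = wells lacking enzyme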
FXIa inh 1536 – blocks human coagulation factor XIa protease activity | purified FXIa, Boc-Glu-Ala-Arg-AMC fluorogenic substrate | inhibition, % at 5 µM | 220,000 tested, 0.14% active | AID 798;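 active = inhibition of at least 40%; inactive = inhibition below 40%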;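 also: fluorescence of freed AMC excited at 355 nm; 0% = enzyme without compound and 100% = no enzyme blank; many of its hits are not listed in these tables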
* hit, by the source's call; · = not tested or not shown; [ ] = another dose, or the depositor's remark.

Thrombin inh	KLK5 inh	Wee1 degr inh	KCC2 mod	PERK inhibitor	Furin inhibitor	FXIIa inh 1536	p97 ATPase inh	FXIa inh 1536	SMILES
-10.8	-23.3	1.6	0.326	0.8	-17.1[20 µM]	0.5	0.0	-9.2	Cc1cc(NC(=O)NC(=O)c2cccc(OC(F)(F)C(F)F)c2)n[nH]1
1.5	-5.3	0.9	-1.1	0.7	-6.1	15.5	4.0	3.6	Cc1ccc(N(CC(=O)N2CCN(c3ccc(F)cc3)CC2)S(=O)(=O)c2c(C)nn(C)c2C)cc1
-3.7	-13.1	0.5	-0.364	0.8	-17.0	7.9	1.5	7.2	O=C(CCSCCC(=O)NCc1ccc(F)cc1)NCc1ccc(F)cc1
-0.6	-22.4	3.2	·	-2.5	-20.2[20 µM]	8.4	-3.3	-7.7	Cc1ccc(S(=O)(=O)N(CC(=O)N2CCCCCC2)c2ccccc2)cc1
1.3	6.4	-1.6	-0.387	0.6	-1.8	13.1	2.2	8.5	CCCc1nn(CCc2ccccn2)c(N)c1CC
-3.0	-2.3	-1.4	·	0.1	-27.4	5.8	1.1	-3.7	COc1ccccc1-c1ccc(=O)n(CC(=O)NC2CCc3ccccc32)n1 (stereo not drawn)
-8.5	-7.0	2.3	-1.12	0.3	-15.0	4.8	4.5	-8.8	C/C(N)=C(/C#N)C(=O)CSc1nnc(Nc2c(C)cccc2C)s1
3.8	3.7	0.2	·	0.1	-17.1	-4.0	-1.4	-1.4	Cc1ccc(N(CC(=O)Nc2ccc(C)cn2)S(=O)(=O)c2c(C)nn(C)c2C)cc1
3.6	-3.9	2.9	0.305	0.0	-10.7[20 µM]	8.2	-4.3	0.9	CC(C)(C)C(=O)COC(=O)c1cc2ccccc2cc1O
-6.3	-4.6	1.5	0.249	0.0	12.1[20 µM]	8.2	3.9	1.8	CC(=O)C1=C(O)C(=O)N(c2ccc(C)cc2)C1c1ccccn1 (stereo not drawn)
3.9	-10.9	0.0	-2.07	0.9	-26.8	15.4	2.9	20.5	Cc1ccc(C(=O)c2coc3cc([N+](=O)[O-])c(O)c([N+](=O)[O-])c23)cc1
-5.4	·	0.8	1.22	0.5	-17.1	7.9	1.4	-1.4	COc1ccc(OCCSc2nc(C)c(Cc3ccccc3)c(=O)[nH]2)cc1
-6.4	8.3	-1.4	0.342	0.3	-20.6[20 µM]	3.5	3.5	-4.2	Cc1nnc(SCC(=O)N2CCC(C(=O)Nc3nccs3)CC2)n1Cc1ccccc1
1.3	2.1	9.6*	0.362	-0.1	-31.1	0.6	7.4	3.2	CC(C)(C)Nc1nc(Oc2ccc(=O)[nH]n2)nc(N2CCOCC2)n1
-4.8	-0.4	1.8	-1.04	-0.6	2.3	6.5	1.5	4.6	CCOC(=O)c1nc(C)sc1-c1ccnn1S(=O)(=O)c1ccc(Cl)cc1Cl
-7.3	-2.5	4.5	-0.0127	-1.2	-10.7	7.3	-1.8	5.7	CN(C)C(=O)C1Cc2ccccc2CN1S(=O)(=O)c1cccs1 (stereo not drawn)
1.3	-29.9	4.1	-0.963	-1.5	6.7	17.1	-8.6	3.2	COc1ccc(CCNC(=O)CCN2C(=O)C(C)Oc3ccc(C)cc32)cc1OC (stereo not drawn)
-1.7	-7.5	-1.2	-1.98	-0.9	-21.6	14.8	-3.7	-3.7	Cc1ccc2nc(NC(=O)C3CCN(S(=O)(=O)c4cccs4)CC3)sc2c1
-4.3	-2.8	1.0	0.785	0.1	-4.9	0.4	6.0	-8.0	Cc1ccc(C(=O)NCCN2CCOCC2)cc1Cl
-6.7	-0.7	4.0	-0.357	1.2	-20.3	10.7	3.2	1.4	COCc1cc(C)n(CC(=O)Nc2c(C)cccc2C)c(=O)c1C#N
-7.2	0.8	2.4	0.314	2.5	-11.9	5.1	13.3	2.1	Nc1cc(=O)[nH]c(SCC(=O)Nc2ccc([N+](=O)[O-])cc2)n1
6.4	12.5	7.3	0.198	1.5	-8.4	5.5	-3.6	4.6	S=C(NCC1COc2ccccc2O1)Nc1ccccc1 (stereo not drawn)
-10.5	23.1	0.9	-0.253	1.0	-18.0	-1.5	0.9	-9.4	O=C(NC1CCCCCCC1)C1CCCN(S(=O)(=O)c2cnc[nH]2)C1 (stereo not drawn)
-1.5	-4.8	-0.6	-0.547	-0.8	-21.5[20 µM]	14.4	2.5	9.6	Cc1nn(C)c(C)c1CN(C)C(=O)C1c2ccccc2Oc2ccccc21
-7.2	0.5	4.9	·	-1.6	-11.5[20 µM]	4.6	-6.5	-5.5	Cc1ccc(NC(=O)C(Cc2ccccc2)NC(=O)c2ccco2)cc1 (stereo not drawn)
2.5	-26.7	0.0	0.0111	-1.2	-13.0	13.8	2.8	3.2	CCOC(=O)c1ccccc1NS(=O)(=O)c1ccccc1F
3.0	-221.9	-0.3	1.42	1.0	-21.8	15.7	-6.7	0.2	Cc1cnc(Nc2nc3ccccc3o2)nc1C(=O)Nc1cccc(C(F)(F)F)c1
-2.9	-7.4	1.8	1.53	1.2	-15.3	0.6	-1.9	-4.6	Cc1cc(NC(=O)Cn2ccc([N+](=O)[O-])n2)no1
7.5	19.7	3.6	2.64	0.9	-3.9	35.0	-1.6	8.2	NS(=O)(=O)c1ccc(CCNC(=O)CSc2ncnc3ccccc23)cc1
1.2	15.8	-2.4	-0.399	0.1	-21.9	6.4	-1.2	-2.5	NC(CC(=O)O)c1cccc(OCc2ccccc2)c1 (stereo not drawn)
5.3	-3.8	-0.1	-0.166	0.2	-21.6[20 µM]	18.4	3.2	8.6	Cc1ccc(CNC(=O)C2CC(=O)N(c3ccc(OCC(=O)N4CCCC4)cc3)C2)cc1 (stereo not drawn)
2.5	-3.1	3.0	0.162	-0.4	-11.7	37.6	1.0	32.0	Oc1ccccc1-c1cc(-c2ccc3c(c2)OCCO3)n[nH]1
-1.2	-6.6	1.6	·	0.6	-14.7	11.8	-2.4	7.5	COc1cc(-c2nnc(SCC(=O)/C(C#N)=C(\C)N)o2)cc(OC)c1OC
0.4	-1.9	1.9	-0.201	1.3	-14.9	9.6	4.5	3.2	C/C(=N\O)c1ccc2c(c1)CC(C)O2 (stereo not drawn)
2.6	-5.7	2.5	-0.00602	0.0	-10.0[20 µM]	13.8	1.4	8.1	N#CCSc1nnc(-c2cnccn2)n1Cc1ccccc1
1.4	-15.3	-1.7	·	0.2	-8.9[20 µM]	4.6	-1.9	1.6	CCOC(=O)CSc1cc(CS(=O)c2ccc(Cl)cc2)nc(-c2ccccc2)n1 (stereo not drawn)
-5.3	-0.2	-2.1	0.144	0.8	-15.8	9.4	4.2	-0.6	O=c1oc2cc([N+](=O)[O-])ccc2nc1/C=C(\O)c1cccc(Br)c1
1.0	-7.3	0.2	-1.6	0.4	-17.6[20 µM]	14.5	0.5	8.8	COc1ccccc1NC(=O)N1CCN(c2ccc(F)cc2)CC1
-4.3	0.9	2.0	·	0.3	-18.2[20 µM]	-0.9	-2.2	-31.9	COc1ccc(CCNC(=O)C2=COCCO2)cc1
3.2	-16.5	0.1	0.105	-0.8	-18.9	15.8	-3.3	20.5	CCOc1ccc2[nH]c(=O)c(CN(CCN3CCOCC3)Cc3nnnn3C(C)(C)CC)cc2c1
-0.4	-4.2	-2.7	-4.53	0.3	-12.0	13.5	-3.0	8.5	CCCCn1c(Oc2ccc(C(=O)OC)cc2)nc2c1c(=O)n(C)c(=O)n2C
2.2	-0.7	0.8	-1.04	1.0	-18.3[20 µM]	18.2	1.1	2.4	COC(=O)Nc1ccc(OCc2ccccc2)cc1
-8.8	4.9	6.7	0.22	0.0	-13.9	10.0	-0.5	1.7	CN1CCN(Cc2nc3ccccc3c(=O)n2CC#N)CC1
-10.8	0.7	0.1	1	-0.3	-9.2	6.1	1.3	0.9	COc1ccc(Nc2nc3nonc3nc2N2CCCCC2)cc1
-3.5	-16.5	-0.1	-0.851	0.4	-30.1	11.1	1.8	0.3	COC(=O)C1C(=O)c2c([nH]c(C(=O)OC3CCCCC3)c2C)CC1C (stereo not drawn)
-2.0	-25.9	-2.7	-1.07	1.4	-26.8	-5.6	1.0	2.7	COC(=O)c1cc(NC(=O)C2CCCN(S(=O)(=O)c3c(C)n[nH]c3C)C2)cc(C(=O)OC)c1 (stereo not drawn)
-5.5	-6.4	-2.5	0.794	0.6	-1.9	5.8	2.7	0.6	CCOC(=O)C1=C(c2ccc(OC)cc2)C(=O)c2ccccc2C1=O
1.6	7.3	5.0	-0.776	0.4	-13.1[20 µM]	5.5	-0.8	1.5	O=C(Nc1ccc(Cl)cc1)C1=Cc2ccccc2OC1

Reprinted from the part before: three compounds, then new ones.
Thrombin inh	KLK5 inh	Wee1 degr inh	KCC2 mod	PERK inhibitor	Furin inhibitor	FXIIa inh 1536	p97 ATPase inh	FXIa inh 1536	SMILES
-2.0	-25.9	-2.7	-1.07	1.4	-26.8	-5.6	1.0	2.7	COC(=O)c1cc(NC(=O)C2CCCN(S(=O)(=O)c3c(C)n[nH]c3C)C2)cc(C(=O)OC)c1 (stereo not drawn)
-5.5	-6.4	-2.5	0.794	0.6	-1.9	5.8	2.7	0.6	CCOC(=O)C1=C(c2ccc(OC)cc2)C(=O)c2ccccc2C1=O
1.6	7.3	5.0	-0.776	0.4	-13.1[20 µM]	5.5	-0.8	1.5	O=C(Nc1ccc(Cl)cc1)C1=Cc2ccccc2OC1
3.7	0.8	6.3	0.161	1.7	-9.1	15.3	3.4	11.3	COc1ccc(/C=C/C(=O)c2ccc(O)cc2)cc1CN1CCOCC1
-18.8	6.3	-2.9	-0.115	0.5	-19.6[20 µM]	2.1	3.1	8.4	Cc1ccc(CNC(=O)c2c(C)cc(=O)oc2C)cc1
-2.0	1.8	0.6	0.0367	1.3	-15.2[20 µM]	9.8	1.7	2.4	CC(C)CC(C)NNC(=O)c1cc2ccccc2[nH]1 (stereo not drawn)
-0.3	-1.1	-1.3	-0.432	0.5	-2.7	6.3	1.6	3.0	CCN(CC)c1ccc(/C=N/NC(=O)c2c(Cl)cnn2C)c(O)c1
-3.0	-13.4	-1.0	-0.143	-0.1	-32.5	1.0	3.0	-4.9	O=C(NCCc1nc2ccccc2[nH]1)c1ccc(Cl)c([N+](=O)[O-])c1
5.0	2.1	-2.8	-0.539	-0.5	-23.0[20 µM]	20.6	-3.3	0.0	Cc1nc(-c2cccc(-c3noc(C)n3)c2)no1
